Compound activity from PubChem.
VP16 counter: VP16 counterscreen qHTS for inhibitors of ROR gamma transcriptional activity; 310,000 tested, 3.5% active; Drosophila S2 Gal4-VP16 UAS-luciferase, luminescence, 20 h; Potency, µM (top dose mostly 53.6 µM), inactives show at the top dose activity, negative = inhibition, hits mostly inhibitors;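 further: Gal4-VP16 expression switched on by copper sulfate through the metallothionein promoter; potency means the concentration at half of the fitted maximal effect; on the % scale 0 is the no-effect control and ±100 the full control effect; nearly all actives have a fitted effect of over 50% in size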
FLuc counter: qHTS profiling assay for firefly luciferase inhibitor/activator using purifed enzyme and Km concentrations of substrates (counterscreen for miR-21 project). purified FLuc, Km substrates, luminescence inhibition. Potency, µM (titrated, usually from 57.5 µM), without a hit: at the highest dose activity change, negative = inhibition, most hits filed as inhibitors. 360,000 tested, 6.9% active;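 further: potency means the concentration at half of the fitted maximal effect; plate controls were vehicle for no effect and reference inhibitor for full effect; nearly all actives have a fitted effect of over 55% in size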
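Purified P. pyralis luciferase, 10 nM final, with Km-level 10 uM D-luciferin and 10 uM ATP in 50 mM Tris acetate pH 7.5, 10 mM Mg acetate, 0.01% Tween-20, 0.05% BSA; 6-point qHTS titration about 60 µM downward; luminescence read.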
RORg inh: qHTS for inhibitors of ROR gamma transcriptional activity; Drosophila S2 Gal4-RORgamma UAS-luciferase reporter, 20 h; AID 2551, 2010; 310,000 tested, 5.4% active; Potency, µM (doses to about 53.6 µM), inactives show at the highest dose activity change, negative = inhibition, usual class: inhibitors; further: potency means the concentration at half of the fitted maximal effect; on the % scale 0 is the no-effect control and ±100 the full control effect; nearly all actives have a fitted effect of over 60% in size
Target sequence (P51450 whole entry, looked up, the tested form may be a part): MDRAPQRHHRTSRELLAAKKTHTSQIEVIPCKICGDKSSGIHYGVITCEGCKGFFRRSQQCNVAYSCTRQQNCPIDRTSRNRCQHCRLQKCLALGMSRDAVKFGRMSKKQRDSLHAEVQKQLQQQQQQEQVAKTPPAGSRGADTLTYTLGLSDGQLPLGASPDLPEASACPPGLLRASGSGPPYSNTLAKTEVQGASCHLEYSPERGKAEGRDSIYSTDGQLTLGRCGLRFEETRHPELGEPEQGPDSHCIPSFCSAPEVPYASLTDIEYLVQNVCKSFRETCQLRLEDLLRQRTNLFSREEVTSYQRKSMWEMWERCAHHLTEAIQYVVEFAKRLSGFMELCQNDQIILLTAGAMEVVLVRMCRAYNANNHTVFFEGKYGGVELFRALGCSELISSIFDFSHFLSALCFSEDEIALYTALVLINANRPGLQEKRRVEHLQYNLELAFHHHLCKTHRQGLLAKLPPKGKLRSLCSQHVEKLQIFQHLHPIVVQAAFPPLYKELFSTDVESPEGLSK
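ROR gamma transcriptional activity was tracked as Gal4-UAS luciferase output in stably transfected Drosophila Schneider cells, with compound added 1 hr before 700 uM copper sulfate induction and a 20 hr ambient-temperature incubation.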
Giardia killer: Small Molecules that selectively kill Giardia lamblia: qHTS. Giardia lamblia trophozoite viability. activity change, % at 7.66 µM, hits read low. 340,000 tested, 0.15% active. AID 540267, 2011; in the data active means activity change below about -80%; inconclusive means between about -30% and that limit;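 further: parasites exposed to compound for two days anaerobically before the ATP read; on the % scale 0 is the no-effect control and ±100 the full control effect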
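Luminescence from cellular ATP indicates surviving trophozoites (100 cells/well) following 48 hrs anaerobic compound treatment at 37 deg C; signal develops 15-30 min at room temperature.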
Coupling enz: qHTS Assay for Inhibitors of Fructose-1,6-bisphosphate Aldolase from Giardia Lamblia: Coupling assay counterscreen; activity change, negative = inhibition, % at 58.2 µM, hits read low; 290,000 tested, 0.67% active; coupling enzyme system counterscreen, AmpLite Red fluorescence; in the data active means activity change below about -30%; further: on the % scale 0 is the no-effect control and ±100 the full control effect
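Compounds tested against the coupling enzymes alone at 57.5 uM final; readout was AmpLite Red fluorescence (525/598 nm) after 20 min at RT.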
ELG1 genotoxic: qHTS screen for small molecules that induce genotoxicity in human embryonic kidney (HEK293T) cells expressing luciferase-tagged ELG1; HEK293T ELG1-luciferase reporter, luminescence, 16 h; Potency, µM (series often up to 46 µM), for inactives: at the highest dose activity change, positive = activation, most hits filed as activators; 330,000 tested, 1.3% active; further: potency means the concentration at half of the fitted maximal effect; % of control where 0% means no effect; nearly all actives have a fitted effect of over 60% in size
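Cells (2,000/well) expressing the ELG1-luciferase fusion are dosed by pin tool and kept 16 hr at 37 °C, 5% CO2. Signal comes from ONE-Glo luciferase reagent after 30 min at room temperature.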
uPA surface inh: qHTS for Inhibitors of Cell Surface uPA Generation | cell surface uPA generation assay, qHTS | Potency, µM (doses to about 38.3 µM), inactives show at the top dose activity change, negative = inhibition, hits mostly inhibitors | 330,000 tested, 0.31% active | AID 540303, 2011; active means well fitted inhibition curve with a large enough effect; inconclusive means small, poorly fitted or top-dose-only effect; inactive means no such curve, though single readings can be large or run the other way; tested in mouse RAW 264.7 cells; further: potency means the concentration at half of the fitted maximal effect; on the % scale 0 is the no-effect control and ±100 the full control effect; nearly all actives have a fitted effect of over 55% in size
Rab9 prom act: qHTS Assay for Rab9 Promoter Activators. Huh7 Rab9 promoter-luciferase reporter, luminescence, 24 h. Potency, µM (highest dose often 9.22 µM), inactives show at the highest dose activation, negative = inhibition, hits mostly activators. 320,000 tested, 2.8% active. AID 485297, 2010; further: potency means the concentration at half of the fitted maximal effect; % of control where 0% means no effect; nearly all actives have a fitted effect of over 60% in size
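Huh7 reporter line, Rab9 promoter upstream of luciferase. Compound exposure 24 h at 37 °C in reduced-serum medium with 10% FBS. Read-out: luminescence.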
NPC1 prom act: qHTS Assay for NPC1 Promoter Activators; Huh7 NPC1 promoter luciferase reporter, 24 h; Potency, µM (titrated, usually from 9.22 µM), for the others: top-dose activation, usual class: activators; 320,000 tested, 2.4% active; AID 485313, 2010;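 further: potency means the concentration at half of the fitted maximal effect; % of control where 0% means no effect; nearly all actives have a fitted effect of over 60% in size; reporter is driven by a mutant NPC1 promoter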
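Stable NPC1-promoter luciferase Huh7 line; cpd (DMSO) 24 h, 37 °C, 5% CO2; Amplite luciferase reagent 10 min RT; luminescence readout. qHTS format.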
KCNH2 3.1 block: qHTS for Inhibitors of KCHN2 3.1: Mutant qHTS. Potassium voltage-gated channel subfamily H member 2, brain isoform KCNH2 3.1 (human). U2OS KCNH2 3.1, thallium flux FluxOr; hits give low values. 340,000 tested, 0.95% active. activity change, % (tested at about 1.8 µM);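 active means maximum activity change below -70%; inconclusive means maximum activity change from -70% to -50%; inactive means maximum activity change above -50%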;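 further: thallium influx rate constant from kinetic fluorescence after stimulation buffer; on the % scale 0 is the no-effect control and ±100 the full control effect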
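Normalized rate constant (relative to positive and negative DMSO controls) derived from a 2 min kinetic fluorescence read after stimulation; U2OS cells expressing the 3.1 isoform via virus at 1.77 x 10^8 /mL.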
Tb PFK inh: qHTS Assay to Find Inhibitors of T. brucei phosphofructokinase | ATP-dependent 6-phosphofructokinase (Trypanosoma brucei brucei), O15648 | T. brucei PFK, ADP-Glo luminescence | Potency, µM (titrated, usually from 57.5 µM), inactives show at the top dose activity, negative = inhibition, actives largely listed as inhibitors | 330,000 tested, 0.17% active | AID 485367, 2010;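 further: potency means the concentration at half of the fitted maximal effect; 0% = uninhibited 1x PFK enzyme wells and -100% = no-enzyme wells; nearly all actives have a fitted effect of over 60% in size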
Target sequence (O15648 whole entry, looked up): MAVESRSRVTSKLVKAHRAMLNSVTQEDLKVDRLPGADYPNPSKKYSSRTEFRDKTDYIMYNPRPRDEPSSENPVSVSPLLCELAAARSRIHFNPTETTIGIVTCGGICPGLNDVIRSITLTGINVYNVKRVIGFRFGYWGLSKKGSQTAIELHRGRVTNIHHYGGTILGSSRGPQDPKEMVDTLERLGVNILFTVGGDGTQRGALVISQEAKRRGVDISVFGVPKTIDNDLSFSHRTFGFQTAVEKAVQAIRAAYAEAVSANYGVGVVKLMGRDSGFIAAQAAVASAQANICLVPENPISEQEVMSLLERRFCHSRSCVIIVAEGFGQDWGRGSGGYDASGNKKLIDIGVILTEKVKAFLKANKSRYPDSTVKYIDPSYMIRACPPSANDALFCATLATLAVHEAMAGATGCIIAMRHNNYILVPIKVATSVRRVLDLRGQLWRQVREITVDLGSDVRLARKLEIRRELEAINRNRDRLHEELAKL
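In TEA buffer at pH 8.0 with 5 mM MgCl2, enzyme (1.25 nM) converted F6P (0.5 mM) and ATP (0.1 mM) for 45 min at room temperature. ADP product was read by luciferase luminescence.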
Numbers without * were called inactive; u = inconclusive; x = no result given; [ ] = another dose, or the depositor's remark. Unless noted, the call rests on the fitted dose curve; in most records, active means well fitted curve in the direction sought with a large enough effect; inconclusive means small, poorly fitted or top-dose-only effect, or another doubt; inactive means no such curve, though single readings can be large; an effect the other way counts as inactive or inconclusive.

SMILES | VP16 counter | FLuc counter | RORg inh | Giardia killer | Coupling enz | ELG1 genotoxic | uPA surface inh | Rab9 prom act | NPC1 prom act | KCNH2 3.1 block | Tb PFK inh
COc1ccc([C@H]2CC(=O)C=C(c3ccc4cc[nH]c4c3)C2)cc1 | x | 0% | x | 4 | x | 0% | -5% | -4% | 7% | 3 | 12%
CCCCN(CC)CCCNC(=O)c1cc2c(=O)n(C)c3ccccc3c2n1C | -1% | 0% | 8% | -4 | -2 | u | -13% | -11% | -7% | 18 | 5%
CCOC(=O)c1c(-c2ccccc2)oc2ccc(O)c(CN3CCCC3)c12 | 6% | 1% | -21% | -14 | 1 | 0% | -3% | 4% | 1% | -2 | -6%
O=C(NCc1ccc(Cl)cc1)Nc1ccc(F)cc1 | -7% | -23% | u | 12 | 2 | u | -5% | u | 5% | 3 | -5%
O=C(CCN1C(=O)c2ccccc2C1=O)Nc1sc2c(c1C(=O)NCC1CCCO1)CCC2 (centres undefined) | -3% | -1% | 17%[10 µM] | -8 | 1 | -2% | -4% | -4% | -6% | 5 | 0%
CCCCN1C(=O)/C(=C2/C=CC=CN2C)SC1=S | 10% | 4%[2.3 µM] | 21% | -4 | 0 | 8% | -3% | 18% | 12% | 2 | -1%
COc1cc2c(cc1OC)CN(C(=O)/C=C/c1ccc(F)cc1)CC2 | -12% | u | 28% | 6 | -1 | 0% | 3% | -2% | -5% | 1 | 0%
O=S(=O)(Nc1ccccc1)c1ccc(F)cc1 | 4% | 0% | 18% | 7 | 0 | 1% | 2% | 20% | 1% | -3 | -6%
CCCN(CC1CC1)C(=O)CSc1nnc(-c2cc(-c3cccs3)nc3ccccc23)o1 | -19% | 3% | -12% | -23 | 0 | -5% | -1% | 0% | -1% | 20 | 1%
Cc1ccc(S(=O)(=O)N(C)CC(=O)O/N=C(\N)c2ccc([N+](=O)[O-])cc2)cc1 | 5% | -2% | 7% | 28 | 4 | -8% | x | -5% | 0% | -14 | 0%
Cc1ccc(CN(C(=O)c2csnn2)C(C(=O)NC2CCCC2)c2ccco2)cc1 (centres undefined) | -3% | 4% | 10% | 4 | 1 | 2% | 2% | 5% | -2% | 5 | 10%
O=C(COC(=O)c1cc([N+](=O)[O-])ccc1N1CCOCC1)NC1CCCCC1 | x | 0% | x | -11 | x | 0% | -1% | 2% | -4% | 6 | -8%
CC(C)(C)N(Cc1ccccc1)C(=O)CSc1nnc(CNc2ccc(F)cc2)o1 | 11% | 4% | 36% | 12 | 1 | x | x | x | x | 14 | x
Cc1cccc(C(=O)NN2C(=O)C3C(c4ccccc4)C=CC(c4ccccc4)C3C2=O)c1 (centres undefined) | 3% | 3% | 38% | -16 | 4 | -7% | 2% | 1% | -1% | -16 | -4%
O=C(Nc1ccc(F)c(F)c1)c1ccccc1 | x | u | x | -9 | x | 21µM* | -3% | u | u | -6 | -7%
O=C(Nc1ccccc1N1CCOCC1)c1ccc([N+](=O)[O-])o1 | -11% | -2% | 11% | -92* | x | 16% | -6% | 11% | -2% | -11 | -7%
O=C(O)CCCC(=O)Nc1nc(-c2ccc(F)cc2)cs1 | x | u | -9%[0.365 µM] | -6 | -5 | -8% | -1% | 1% | 2% | -20 | -26%
CCOc1cc(/C=C2\C(=N)N3N=C(C)SC3=NC2=O)ccc1OCCOc1ccccc1 | 3% | 2% | 27%[1.91 µM] | 13 | -3 | 0% | 4% | 0% | -2% | -11 | -2%
CCOc1ccc(S(=O)(=O)Nc2cccc(C(=O)NCC(c3ccco3)N(C)C)c2)cc1 (centres undefined) | x | 1% | x | 33[activator] | x | 0% | -18% | -2% | 1% | -12 | -5%
CCCC(=O)n1nc(-c2ccccc2)nc1SC | -3% | -18% | -9% | -19 | -2 | 2% | 12% | 11% | 2% | -1 | -5%
COc1ccc(NC(=O)CSc2nnnn2-c2ccccc2F)cc1 | 4% | 1% | 51% | -9 | -1 | 2% | 5% | 24% | 3% | 3 | 1%
CN1C=CC=C/C1=C1\SC(=S)N(CC(=O)O)C1=O | -3% | 6% | -15% | 0 | 0 | 0% | 3% | 1% | -3% | 10 | 1%
Cc1cc(/C=C(\C#N)C(=O)OCC(=O)Nc2ccc(OC(F)F)cc2)c(C)n1CC(C)C | -16% | u | 24% | 11 | -1 | 7% | 4% | -3% | -2% | -6 | 9%
COc1cccc(N2CCN(C3CC(=O)N(c4cccc(Cl)c4)C3=O)CC2)c1 (centres undefined) | 5% | 0% | -8% | -6 | -1 | 2% | x | 0% | 0% | -8 | -3%
CC(=O)c1cccc(NC(=O)CSc2ccc(-c3ccccn3)nn2)c1 | 7% | u | u | -14 | 0 | 24% | -5% | 6% | 0% | 11 | -1%
COc1ccc(N2CCN(c3cc(C)c4ccc(O)cc4n3)CC2)cc1 | 1% | 4% | 37% | 7 | 1 | 2% | 6% | 1% | -2% | -26 | 0%
CN(CC1CCCO1)S(=O)(=O)c1ccc(C(=O)Nc2nc3cc4c(cc3s2)OCO4)cc1 (centres undefined) | -22% | -5% | 0% | -4 | -1 | -1% | 12% | -44%[inhibitor] | -37%[inhibitor] | -13 | -3%
O=C(CCCc1c[nH]c2ccccc12)NCCc1c[nH]c2ccccc12 | -5% | 4% | u | 0 | -3 | -13% | 3% | -5% | -1% | -1 | -7%
N#CC1=C(N)Oc2cc(O)c(C=Nc3ccccc3)cc2C1c1ccccc1 (centres undefined) | u | 6% | -9% | 0 | 3 | -1% | 0% | -12% | -5% | 2 | -2%
Cc1cnc(C(=O)OCC(=O)Nc2cccc(Cl)c2)cn1 | -4% | 0% | 3% | -14 | 0 | 7% | 3% | -4% | -8% | -33 | -15%
CC(Oc1ccccc1F)C(=O)NNC(=O)CCNC(=O)c1ccco1 (centres undefined) | x | 1% | x | -2 | x | -3% | 4% | 0% | 0% | 7 | 1%
N#CC1=C(SCC(=O)NC23CC4CC(CC(C4)C2)C3)NC(=O)C(C#N)C12CCCCC2 (centres undefined) | 16µM* | -1% | u | 17 | 2 | -12% | 3% | -2% | -4% | -1 | -3%
O=C(NCc1ccccc1Cl)C1(S(=O)(=O)c2ccc(Cl)cc2)CC1 | 2% | 1% | 9% | -7 | 0 | -3% | -2% | -4% | -6% | -6 | 2%
COc1ccc(C(=O)CSc2nn3c(=O)c(C(C)(C)C)nnc3s2)cc1 | -1% | -6% | u | -9 | 7 | u | -13% | -3% | 2% | 8 | -4%
COc1ccc(N(C(=O)CNC(=O)c2cccs2)C(C(=O)NC2CCCC2)c2cccnc2)cc1 (centres undefined) | 8% | -2% | -10% | 8 | 2 | -1% | -2% | 2% | -2% | 2 | -4%
O=C(OCC(=O)N1CCCC1)c1ccc(Cl)nc1 | x | 2% | x | -8 | x | -3% | -3% | -1% | -2% | -31 | 2%
CCCCN1C(=O)c2ccc(C(=O)NC3(C)CCS(=O)(=O)C3)cc2C1=O (centres undefined) | x | 2% | x | 11 | x | 0% | 7% | -2% | 0% | -27 | -5%
O=C(Nc1ccc2c(c1)CCCN2C(=O)c1ccccc1)c1ccccc1Br | 16% | u | 36% | 7 | 0 | -9% | -2% | -1% | -4% | 0 | 5%
COc1ccc(N2CCCCn3c2nc2c3c(=O)[nH]c(=O)n2C)cc1 | 8% | -2% | u | 4 | -6 | 1% | 1% | -6% | -1% | -2 | 22%
O=C(CCN1CCN(C(=O)c2ccco2)CC1)Nc1ccc(F)cc1 | -4% | 0% | 3% | 2 | 1 | -2% | 2% | 1% | -4% | -32 | 0%
COc1ccc(OC)c(Nc2nc(N)nc(CSc3nnc(-c4ccncc4)o3)n2)c1 | 2% | 11% | -28% | x | 2 | 0% | x | -5% | 1% | x | 2%
Cc1cc(=O)n(Cc2ccccc2)c(O)c1C#N | 6% | -9% | 19% | -7 | -4 | 4% | 2% | -3% | 6% | 2 | -3%
COCCCn1c(=O)c2sccc2n(Cc2ccccc2)c1=O | -8% | 0% | 13% | 3 | 1 | -1% | 0% | 6% | -3% | 7 | -5%
CSc1sc(C(=O)N(C)C)c2c1S(=O)(=O)N(C)c1ccccc1-2 | 4% | -3% | 2% | -6 | 3 | -3% | 8% | -7% | 5% | -14 | 2%
COc1cc(OC)c(OC)cc1CN1CCC(O)CC1 | 6% | 0% | 0% | -7 | 2 | -5% | 5% | -3% | -4% | -90* | -4%
